From PubChem
SR-BI DiI inh: blocks mouse SR-BI lipid uptake from DiI-HDL; 320,000 compounds, 0.96% hits; Q61009; AID 488896; ldlA[mSR-BI] CHO cells, DiI-HDL uptake fluorescence, 3 h; inhibition, % at 12.5 µM;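 active means mean replicate inhibition of at least 70% and a set share of replicates each scoring 70 or more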;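 further: 0% = median of neutral control wells and 100% = median of positive control wells; values of inactives mirror those of a sister screen read the other way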
Target sequence (Q61009 whole entry, looked up): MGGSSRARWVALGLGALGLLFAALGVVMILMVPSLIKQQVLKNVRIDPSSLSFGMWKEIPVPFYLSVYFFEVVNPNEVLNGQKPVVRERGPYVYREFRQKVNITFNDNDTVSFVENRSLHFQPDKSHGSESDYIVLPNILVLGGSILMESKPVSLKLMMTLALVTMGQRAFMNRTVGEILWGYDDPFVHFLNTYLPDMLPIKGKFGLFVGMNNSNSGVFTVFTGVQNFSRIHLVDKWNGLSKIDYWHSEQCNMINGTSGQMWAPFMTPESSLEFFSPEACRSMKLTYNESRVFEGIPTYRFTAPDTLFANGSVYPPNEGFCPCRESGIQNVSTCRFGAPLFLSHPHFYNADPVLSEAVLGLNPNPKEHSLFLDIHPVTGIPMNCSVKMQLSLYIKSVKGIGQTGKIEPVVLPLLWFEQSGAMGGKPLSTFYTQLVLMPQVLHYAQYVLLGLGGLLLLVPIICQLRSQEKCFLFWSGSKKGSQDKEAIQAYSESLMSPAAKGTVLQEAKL
dFosB activator: activators of mouse delta FosB homodimer; P13346; purified delta FosB, TAMRA-CDK5 oligo fluorescence polarization; percent of positive-control signal above neutral wells; activation, % at 25 µM; 340,000 compounds, 0.99% hits; AID 493131;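 active means mean activation above about 17%, with every replicate also reaching it, limit read from the data, passing the limit was not always enough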;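 further: fluorescence polarization rise as delta FosB binds a TAMRA Cdk5 AP-1 oligo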
RTF Ca sens act: cardiac RTF calcium sensitization. AID 493008. 340,000 compounds, 0.24% hits. P19429+P45379. activation, % at 7.2 µM. IANBD-labeled TnC RTF fluorescence at EC20 calcium; 0% EC20 calcium, 100% full calcium;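 active means activation above the mean over all tested compounds plus 3 SD, cut at about 30% in these data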;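 further: rise in fluorescence read as greater calcium sensitivity of cardiac thin filaments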
Rtt109 Vps75: blocks Candida albicans Rtt109/Vps75 acetyltransferase activity; Q5AAJ8; AID 540336; purified Rtt109/Vps75, ThioGlo CoA-SH fluorescence, 4 h; inhibition, % at 34.9 µM; 330,000 compounds, 0.16% hits;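 active means inhibition of at least 50% in every replicate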
Target sequence (Q5AAJ8 whole entry, looked up): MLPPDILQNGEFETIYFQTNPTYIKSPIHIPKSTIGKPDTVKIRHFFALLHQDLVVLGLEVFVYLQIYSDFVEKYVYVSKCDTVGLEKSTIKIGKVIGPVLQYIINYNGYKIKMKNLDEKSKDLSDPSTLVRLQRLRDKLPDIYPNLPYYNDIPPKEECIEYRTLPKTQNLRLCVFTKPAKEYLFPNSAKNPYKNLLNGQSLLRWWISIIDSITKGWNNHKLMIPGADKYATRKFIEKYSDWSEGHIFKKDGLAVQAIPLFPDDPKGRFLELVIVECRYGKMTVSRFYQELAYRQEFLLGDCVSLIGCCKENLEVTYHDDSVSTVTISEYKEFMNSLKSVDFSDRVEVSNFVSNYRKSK
HTR5A ag: activates human HTR5A in OPRM1-OPRD1 agonist counter-screen. P47898. HTR5A agonist assay, luminescence, cell-based. activation, % at 9.3 µM. 340,000 compounds, 0.61% hits. AID 504692; in the data active means activation mostly above about 9.5%, no sharp cut-off; inactive means mostly below about 7.6%;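 further: 0% = cells with vehicle only and 100% = reference agonist; strong numbers were not always called active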
PvdQ acylase: blocks Pseudomonas aeruginosa PvdQ acylase activity; purified PvdQ acylase, fluorescence plate reader; inhibition, % at 10 µM; 340,000 compounds, 0.063% hits; in the data active means inhibition above about 30%, passing the limit was not always enough;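 further: 0% = vehicle neutral wells and 100% = reference inhibitor wells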
SR-BI uptake up: enhances SR-BI lipid uptake from DiI-HDL. activation, % at 12.5 µM. AID 504775. 320,000 compounds, 0.096% hits. CHO ldlA[mSR-BI] cells, DiI-HDL uptake fluorescence, 3 h; 100 = double the neutral-control signal;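 active means mean replicate activation of at least 60% and every replicate at or above 60%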;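 further: 0% = median plate neutral-control signal and 100% = twice that signal; values of inactives mirror those of a sister screen read the other way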
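Test system: SR-BI-overexpressing, LDLR-lacking CHO cells; Medium: Ham's F12 with 0.5% BSA, HEPES 25 mM, pH 7.4; Schedule: 3 h, 37 °C; Technique: bottom-read fluorescence, 550/595 nm.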
Wnt act: Wnt/beta-catenin pathway activation | Wnt/beta-catenin reporter cell assay, activator, plate reader | activation, % at 9.35 µM | 300,000 compounds, 1.2% hits; in the data active means activation above about 30%, passing the limit was not always enough;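 further: 0% = neutral control wells and 100% = positive control wells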
MITF TRPM1 HTS: activators of MITF-driven TRPM1 promoter activity in SK-MEL-5 cells; 300,000 compounds, 0.75% hits; AID 588334; activation, % at 12.5 µM; SK-MEL-5 TRPM1-promoter luciferase, 24 h; % of positive control, neutral wells = 0;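 active means mean activation of at least 80% with every replicate also reaching 80%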;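 further: 0% = neutral control wells and 100% = parthenolide positive control wells; values of inactives mirror those of a sister screen read the other way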
CDK5 p35 inh: inhibitors of human CDK5/p35 kinase | Q00535+Q15078 | AID 488839 | inhibition, % at 10 µM | Recombinant CDK5/p35, ADP-Glo luminescence, 60 min | 330,000 compounds, 0.01% hits;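 active means highest replicate inhibition of at least 50% and at least 75% of replicates reaching 50%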;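 further: plate controls were DMSO neutral control for no effect and GW8510 at 10 µM for full effect; many of its hits are not listed in these tables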
* = called active by the depositor; x = no result given; & = joins results of further samples.

SMILES | SR-BI DiI inh | dFosB activator | RTF Ca sens act | Rtt109 Vps75 | HTR5A ag | PvdQ acylase | SR-BI uptake up | Wnt act | MITF TRPM1 HTS | CDK5 p35 inh
CCOc1ccccc1NC(=O)COC(=O)/C=C/c1cccs1 | -19 | -14 | -1 | 7 | 0 | -6 | 19 | -2 | 12 | -0.1
COc1cccc2cc(-c3nnc(SCC(=O)Nc4ccc(NC(C)=O)cc4)n3C)oc12 | x | -2 | 5 | -7 | 2 | -8 | x | -1 | 6 | 0.0
CC(=O)c1sc(N)nc1C | -18 | 1 | -3 | -8 | 4 | 23 | 18 | -1&0 | 1 | -2.2
O=C(CCn1nnc2ccccc21)OCC(=O)c1ccc(F)cc1 | x | 0 | -6 | -5 | 4 | -7 | x | 2 | -7 | -0.4
CCCn1c(SCC(=O)Nc2ccccc2N2CCOCC2)nc2c1c(=O)n(C)c(=O)n2C | 18 | -2 | 10 | 7 | 0 | -14 | -18 | x | 2 | -0.2
CCCC(=O)Nc1c2c(nn1-c1ccc(OC)cc1)CS(=O)(=O)C2 | -17 | 1 | 3 | -1 | -3 | -5 | 17 | x | 19 | 4.1
Cc1ccc(-n2nc3c(=O)n(CC(=O)c4ccc(F)cc4)nc(C)c3c2C)cc1 | 59 | -4 | -5 | 49 | -3 | 9 | -59 | -7 | -18 | 1.8
O=C(CSCc1ccc(F)cc1)Nc1nc2c(s1)CCCC2 | 1 | -3 | 1 | 1 | 0 | -17 | -1 | x | 8 | -2.0
COc1cc(C(=O)Nc2cccnc2)cc(OC)c1OC | 11 | -3 | -6 | 4 | 1 | 10 | -11 | 1 | x | 0.9
CC(C)N=C(NC#N)SCc1ccccc1 | -16 | 5 | 2 | 10 | 1 | 9 | 16 | x | x | -0.9
COc1ccc(OC)c(S(=O)(=O)N2CCC3(CC2)CC(=O)c2ccccc2O3)c1 | -7 | -6 | -2 | 1 | -2 | -16 | 7 | 2 | -2 | -0.8
COc1ccc(S(=O)(=O)N2CCOCC2)cc1NC(=O)C1CCCCN1S(=O)(=O)c1ccccc1 (stereo not drawn) | 2 | -6 | -3 | -2 | 0 | -12 | -2 | -3 | 0 | 0.0
COc1ccc(CCNC(=O)Cc2cc(OC)c(OC)cc2Br)cc1OC | 1 | 5 | -1 | x | -2 | 3 | -1 | -1 | 8 | 0.9
CCn1c(SCc2ccccc2)nnc1C1CCN(S(=O)(=O)c2ccc(OC)cc2)CC1 | 9 | -11 | -3 | 12 | -2 | -2 | -9 | -6 | -10 | x
Cc1ccc(Nc2nnc(SCC(=O)Nc3cccc(S(=O)(=O)NC4=NCCCCC4)c3)s2)c(C)c1 | 36 | -1 | -1 | 3 | 6 | -7 | -35 | -2 | -12 | 0.6
COc1ccc(C(=O)/C=C/c2ccc(OC)c(CN3CCOCC3)c2)cc1 | 6 | -18 | -5 | -26 | 1 | 2 | -6 | 6 | -13 | 2.1
COC(=O)c1c(N2C(=O)[C@H]3[C@@H](C2=O)[C@]2(C(=O)Nc4c2ccc(C)c4C)N2CCC[C@@H]32)sc(C)c1C | -11 | -19 | 5 | -12 | 6 | -9 | 11 | -2 | -6 | -2.1
C=CCNC(=O)c1c(CSc2ccc(Cl)cc2)noc1C(=O)NCc1ccccc1 | -15 | 2 | -1 | 3 | 0 | -3 | 15 | -4 | 4 | -1.0
CC(C)(C)OC(=O)C[C@@H]1C/C=C\C[C@@H](CC(=O)N(CCO)Cc2ccccc2)C(=O)NC[C@@H](c2ccccc2)OC1=O | -3 | -5 | -4 | 14 | -3 | 6 | 3 | -2 | -2 | 2.8
NC(=O)CC(NC(=O)c1cccc(Br)c1)c1ccc(NC2CCCCCCCCCCC2)c([N+](=O)[O-])c1 (stereo not drawn) | 46 | 5 | 1 | 4 | -3 | -8 | -46 | -2 | 14 | -1.3
CCOc1ccc(-c2nnn(CCC(=O)O)n2)cc1OC | 1 | 1 | 1 | -20 | 6 | -13 | -1 | -2 | -1 | -3.1
CN(C(=O)CSc1nc(-c2ccc(F)cc2)cs1)C1CCS(=O)(=O)C1 (stereo not drawn) | -1 | -2 | 6 | 23 | 2 | 14 | 1 | -2 | 8 | -1.1
CCCc1ccc(S(=O)(=O)NCc2nnc(SC)n2C)cc1 | x | -1 | -6 | 5 | -2 | -4 | x | 0 | -2 | -0.4
Cc1ccc(Nc2nc3c(s2)CCC3)c(C)c1 | -17 | -7 | -5 | 9 | 2 | -4 | 17 | -1 | 71 | 0.9
CCCc1nc2ccccc2c(=O)n1/N=C/c1c(C)[nH]n(-c2ccc(C)cc2)c1=O | 14 | -2 | -3 | 8 | 2 | -7 | -14 | x | -9 | 0.3
COc1ccc(N(CC(=O)NCc2ccc(F)cc2)C(=O)CCC(=O)Nc2nccs2)cc1 | -3 | -8 | -1 | 3 | 2 | -3 | 3 | -1 | 7 | 3.0
CCOC(=O)CNC(=O)N1CCCC(C(=O)c2ccc3c(c2)OCO3)C1 (stereo not drawn) | -20 | -5 | -4 | x | -3 | -17 | 20 | 6 | -14 | -1.8
COc1cccc(NC(=O)CN(C)CC(=O)Nc2ccc(C)c([N+](=O)[O-])c2)c1 | -5 | -12 | 1 | 2 | 1 | 3 | 5 | -2 | 11 | 1.0
CC(=O)N/C(=C\c1ccccc1)C(=O)OCC(=O)N(C)C1CCCCC1 | -1 | 0 | 4 | -11 | -8 | 9 | 1 | -5 | -6 | -3.0
CCn1nc(NS(=O)(=O)c2ccc([N+](=O)[O-])cc2)c2cc3ccccc3nc21 | 6 | -9 | 0 | 2 | -2 | -9 | -6 | 1 | -16 | 0.9
O=C1N[C@H](Cc2ccccc2)COC(=O)[C@H](Cc2ccc(F)cc2)CC/C=C/C[C@@H]1CC(=O)N(CCO)Cc1ccccc1 | -1 | -3 | -6 | 6 | -1 | -2 | 1 | 21 | 7 | 0.7
C#CCNC(=O)C1=C[C@@H](c2ccccc2)[C@H](CCCO)[C@@H](OCC)O1 | -35 | 5 | 6 | 17 | -5 | -5 | 35 | 1 | -8 | 0.1
COc1ccc(CCNC(=O)c2ccc(=O)[nH]n2)cc1OC | -2 | 6 | 8 | -5 | 1 | -2 | 2 | x | -3 | 0.3
Cc1ccc(NC(=O)c2ccc(-c3nn(C)c(=O)c4ccccc34)cc2)c(C)c1 | 27 | -5 | -3 | x | -2 | -6 | -27 | x | x | -0.2
COC(=O)c1ccccc1N1C(=O)[C@@H]2C(c3ccc(Br)cc3)=NO[C@@H]2C1=O | -46 | -8 | 5 | -11 | -4 | -11 | 46 | x | 11 | -1.7
CCOC(=O)CCC(NC(=O)c1ccc(NCN2C(=O)CCC2=O)cc1)C(=O)OCC (stereo not drawn) | 13 | 0 | 1 | -2 | -1 | -12 | -13 | x | -6 | 1.1
CC1(C)CC(=O)c2cc3c(N)c(C(=O)NCc4ccccc4)sc3nc2C1 | 12 | 2 | -3 | -1 | 11* | -12 | -12 | x | x | 1.1
CC(C)(C)c1ccc(C(=O)N/C(=C/c2cccs2)C(=O)NCc2ccco2)cc1 | -6 | 6 | -3 | 11 | 0 | 0 | 6 | -5 | -6 | 4.5
O=C(Oc1cccc2c(OC(=O)N3CCCC3)cccc12)N1CCCC1 | -4 | -10 | -3 | -17 | -4 | 14 | 4 | x | -7 | 0.0
CCCn1c(SCC(=O)Nc2cc(S(=O)(=O)N3CCCCC3)ccc2C)n[nH]c1=O | 6 | 1 | -1 | -3 | 0 | -8 | -6 | -1 | -14 | 1.6
Cc1ccccc1-n1ncc2c1CC(C)(C)CC2NC(=O)c1ccncc1 (stereo not drawn) | 11 | -11 | -2 | 2 | 4 | -10 | -11 | -2 | -6 | -1.1
COCCOc1cc(Nc2nnc(C(F)(F)F)s2)c(Cl)cc1Cl | 32 | -12 | -5 | 5 | 4 | -7 | -32 | x | -8 | -0.6
CC(C)C[C@H](NC(=O)c1nc[nH]c1C(=O)N1CCNCC1)C(=O)OCc1ccccc1 | -18 | 0 | -1 | -3 | 1 | -3 | 18 | 0 | -3 | 0.7
CCOC(=O)C1=C(O)CCn2c1nc1ccccc12 | -13 | -4 | 15 | -21 | 0 | -16 | 13 | -1 | 17 | -3.7
COC(=O)CSc1cc(C(F)(F)F)nc(-c2ccccn2)n1 | 29 | -2 | 1 | 14 | 7 | -16 | -29 | x | x | 0.5
CCC(=O)c1ccc(OCC(=O)NCc2ccccc2CN2CCCC2)cc1 | 15 | -8 | 0 | 2 | 0 | -13 | -15 | -5 | 13 | 0.3
COC(=O)N/N=C/c1cc(C)n(-c2ccc(Br)cc2)c1C | -13 | -5 | -5 | 10 | 2 | -4 | 13 | 0 | x | 0.9
CCC(=O)c1cn(CC(=O)Nc2ccccc2)c2ccccc12 | -4 | 11 | -4 | -3 | 0 | 12 | 4 | -1 | x | -0.2
O=C(c1cc(COc2ccc3ncccc3c2)on1)N1CCC(O)CC1 | -19 | -5 | -2 | -3 | -5 | 5 | 19 | 0 | 7 | -0.2
CN(Cc1nccn1C)C(=O)c1ccc2nc(Cc3ccccc3F)oc2c1 | -20 | -8 | 4 | 8 | 1 | -6 | 20 | 15 | 63 | 2.2

(cont.)
SMILES | SR-BI DiI inh | dFosB activator | RTF Ca sens act | Rtt109 Vps75 | HTR5A ag | PvdQ acylase | SR-BI uptake up | Wnt act | MITF TRPM1 HTS | CDK5 p35 inh
O=C(NCc1ccccc1)Nc1cccn(Cc2ccc(Cl)cc2)c1=O | -17 | 2 | -2 | -13 | 2 | 5 | 17 | -1 | -11 | -0.3
COc1ccc2c(c1)C(O)C(CO)C(C(=O)O)C2 (stereo not drawn) | 1 | 6 | -4 | -3 | -1 | 4 | -1 | 2 | 2 | 2.3
Cc1ccc(-c2csc(NC(=O)c3ccc([N+](=O)[O-])o3)n2)cc1 | -4 | -1 | 0 | x | 6 | 6 | 4 | 1 | -44 | 0.2
O=C(CN1CCCCC1)Nc1ccc(C(F)(F)F)cc1Cl | 4 | -3 | 2 | 1 | 2 | -2 | -4 | -4 | 10 | 1.1
CN1CCN(NC(=O)/C=C/c2ccc(Br)cc2)CC1 | 13 | -5 | 0 | 3 | 0 | -5 | -13 | 4 | 23 | 1.0
Cn1nc(C(=O)NNC(=O)c2cccc(Cl)c2)ccc1=O | -2 | 0 | -5 | 0 | 4 | -8 | 2 | 0 | 15 | -0.3
Cc1cccc(NC(=O)CN2C(=O)CCS(=O)(=O)c3ccccc32)c1C | 8 | -9 | 4 | -4 | -3 | -13 | -8 | -2 | 4 | -3.5
CCn1c(SCc2cccc(C)c2)nnc1-c1ccccc1 | 14 | -8 | 2 | 16 | 2 | -5 | -14 | x | 15 | -0.8
COc1ccc(S(=O)(=O)n2c([N+](=O)[O-])cnc2C)c(C)c1C | -10 | -1 | 3 | -10 | 4 | -2 | 10 | -2 | x | -1.5

Compound profiles, as listed above.
Entry for CCn1c(SCc2cccc(C)c2)nnc1-c1ccccc1 : SR-BI DiI inh = 14; dFosB activator = -8; RTF Ca sens act = 2; Rtt109 Vps75 = 16; HTR5A ag = 2; PvdQ acylase = -5; SR-BI uptake up = -14; Wnt act = x; MITF TRPM1 HTS = 15; CDK5 p35 inh = -0.8
Entry for O=C(NCc1ccccc1)Nc1cccn(Cc2ccc(Cl)cc2)c1=O : SR-BI DiI inh = -17; dFosB activator = 2; RTF Ca sens act = -2; Rtt109 Vps75 = -13; HTR5A ag = 2; PvdQ acylase = 5; SR-BI uptake up = 17; Wnt act = -1; MITF TRPM1 HTS = -11; CDK5 p35 inh = -0.3
